Bioassay records as filed in PubChem.
Shn3 inh set2: Schnurri-3 reporter inhibition in Clone20 osteoblasts; Clone20 osteoblast Shn3 3'UTR firefly luciferase, 24 h; inhibition, % at 12.5 µM; 360,000 compounds, 0.52% hits; AID 588674;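 active = mean inhibition of at least 75% with every replicate also reaching 75%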;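 also: 0% = median of neutral control wells and 100% = pilot-screen positive control compound; some compounds past the cut are filed as inactive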
LMP1 NFkB inh: Epstein-Barr LMP1 NF-kappaB reporter inhibition; LMP1-induced NF-kappaB luciferase reporter cells, luminescence; inhibition, % at 12.5 µM; 350,000 compounds, 0.69% hits; AID 504558; in the data active = inhibition above about 41%;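 also: 0% = neutral control wells and 100% = reference inhibitor control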
SRC1 inh: inhibits human SRC1 coactivator; inhibition, % at 3.6 µM; Q15788; AID 588354; 360,000 compounds, 0.12% hits; HEK293 GAL4-SRC1 luciferase reporter, luminescence;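 active = inhibition above the campaign mean plus 3 SD, with each screening campaign given its own cutoff, cut at about 60% in these data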;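 also: 0% = DMSO treated cells and 100% = gossypol at 36 µM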
SRC3 inh: inhibits human SRC3 coactivator. HEK293 GAL4-SRC3 luciferase reporter, luminescence. 360,000 compounds, 0.17% hits. inhibition, % at 3.6 µM;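 active = inhibition above a per-campaign cutoff, the mean of all compounds plus 3 SD, cut at about 60% in these data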;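 also: 0% = DMSO-treated cells and 100% = gossypol-treated cells at 36 µM; higher means less SRC3-driven luciferase light from the GAL4 reporter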
Target sequence (Q9Y6Q9 whole entry, looked up, the tested form may be a part): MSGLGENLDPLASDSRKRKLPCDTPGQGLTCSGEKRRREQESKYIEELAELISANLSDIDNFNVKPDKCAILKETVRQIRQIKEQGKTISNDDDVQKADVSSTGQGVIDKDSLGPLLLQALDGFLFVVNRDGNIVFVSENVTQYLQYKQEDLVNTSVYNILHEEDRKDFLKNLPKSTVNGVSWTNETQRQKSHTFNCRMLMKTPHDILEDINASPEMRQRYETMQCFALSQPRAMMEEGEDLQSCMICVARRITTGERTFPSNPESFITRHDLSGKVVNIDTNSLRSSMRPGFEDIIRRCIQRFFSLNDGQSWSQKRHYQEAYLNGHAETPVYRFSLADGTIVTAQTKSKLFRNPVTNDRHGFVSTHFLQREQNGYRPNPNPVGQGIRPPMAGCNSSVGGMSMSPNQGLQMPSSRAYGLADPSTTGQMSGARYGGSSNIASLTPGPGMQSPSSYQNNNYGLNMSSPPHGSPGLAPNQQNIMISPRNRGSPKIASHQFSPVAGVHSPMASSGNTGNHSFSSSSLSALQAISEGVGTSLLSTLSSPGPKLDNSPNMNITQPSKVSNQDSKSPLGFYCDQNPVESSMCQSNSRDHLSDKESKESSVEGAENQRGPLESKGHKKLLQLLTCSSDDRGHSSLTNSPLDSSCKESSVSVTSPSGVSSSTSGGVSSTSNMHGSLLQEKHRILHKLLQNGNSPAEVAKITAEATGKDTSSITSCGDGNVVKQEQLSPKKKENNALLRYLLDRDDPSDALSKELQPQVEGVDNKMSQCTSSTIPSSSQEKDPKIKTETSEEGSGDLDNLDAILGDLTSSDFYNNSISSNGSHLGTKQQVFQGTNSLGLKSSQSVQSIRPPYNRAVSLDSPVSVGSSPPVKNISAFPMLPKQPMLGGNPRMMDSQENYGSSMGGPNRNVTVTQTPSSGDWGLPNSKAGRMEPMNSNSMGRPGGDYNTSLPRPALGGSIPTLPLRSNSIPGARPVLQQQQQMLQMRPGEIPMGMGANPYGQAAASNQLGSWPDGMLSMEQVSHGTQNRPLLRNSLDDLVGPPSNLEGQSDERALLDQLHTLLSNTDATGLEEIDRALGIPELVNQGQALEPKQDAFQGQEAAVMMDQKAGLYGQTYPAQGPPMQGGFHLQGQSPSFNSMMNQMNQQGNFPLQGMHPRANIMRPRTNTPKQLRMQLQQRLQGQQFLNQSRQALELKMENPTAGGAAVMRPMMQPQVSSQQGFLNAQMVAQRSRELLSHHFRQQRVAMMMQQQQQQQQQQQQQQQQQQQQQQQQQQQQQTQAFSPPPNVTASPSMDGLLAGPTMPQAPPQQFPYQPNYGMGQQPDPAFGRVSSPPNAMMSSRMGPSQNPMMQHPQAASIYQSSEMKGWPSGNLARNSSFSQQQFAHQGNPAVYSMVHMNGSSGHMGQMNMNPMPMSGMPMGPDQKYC
LRH-1 inv ag: NR5A2 inverse agonism in reporter assay. O00482. HEK293T StAR-luciferase reporter, LRH-1 transfected, 24 h. inhibition, % at 3.6 µM. 360,000 compounds, 0.13% hits;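 active = inhibition above the mean inhibition of all tested compounds plus 3 SD, cut at about 73% in these data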;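 also: 0% = DMSO wells and 100% = reporter-only cells lacking LRH-1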
CF NFkB block: cystic fibrosis NF-kB activation inhibition; KKLEB NF-kB-GFP reporter, PAF-induced, GFP fluorescence overnight; inhibition, % at 5 µM; 360,000 compounds, 0.86% hits;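 active = at least 50% inhibition at 5 µM, scaled per plate between neutral and stimulator controls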;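 also: PAF is a Pseudomonas aeruginosa culture filtrate used as stimulus; plate controls were PAF-stimulated DMSO wells for no effect and unstimulated DMSO wells for full effect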
COUP-TFII inh: blocks human COUP-TFII nuclear receptor; 370,000 compounds, 0.7% hits; HEK293T NGFI-A luciferase reporter, luminescence; AID 686940; P24468; inhibition, % at 8.6 µM;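 active = inhibition above a per-plate cutoff, mean inhibition of test wells between control levels plus 3 SD, cut at about 38% in these data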;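 also: cells cotransfected with COUP-TFII expression vector driving the NGFI-A reporter; 0% = median of COUP-TF2 test wells and 100% = reporter-only cells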
TWEAK Fn14 block: blocks TWEAK-Fn14 interaction in a reporter cell assay; TWEAK-stimulated Fn14 reporter cells, luciferase luminescence, 8 h; inhibition, % at 10 µM; 360,000 compounds, 2% hits; AID 1159606; in the data active = inhibition above about 50%
KKLEB tox: CF airway cell cytotoxicity counter-screen | KKLEB CF airway cells viability, ATPlite luminescence, overnight; stronger effect = lower value; cells stimulated with P. aeruginosa culture filtrate | activity change (cytotoxicity), % at 5 µM | 360,000 compounds, 0.36% hits | AID 602141;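 active = corrected activity change at or below -50% at 5 µM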
TROY NFkB inh: blocks TROY-dependent signaling in reporter cells; inhibition, % at 10 µM; Q293 LMP1-TROYcd NF-kB luciferase reporter, 4 h; 360,000 compounds, 0.98% hits;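 active = compounds whose plate-normalised and pattern-corrected inhibition of the luciferase reporter signal at the single screening dose is 50% or more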
TRAIL sens C8: sensitizes caspase-8 expressing cells to TRAIL. NB7+C8 cells + TRAIL, ATPlite viability luminescence. inhibition (viability loss, TRAIL sensitization), % at 10 µM. 360,000 compounds, 1% hits;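 active = compounds causing at least 50% loss of cell viability in the single-dose screen, relative to plate controls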
* = called active by the depositor.

Cc1cc(NC(=O)c2ccc3c(c2)C(=O)N(c2cccc(C)c2C)C3=O)no1 was read as Shn3 inh set2 -1.9, LMP1 NFkB inh 0.9, SRC1 inh -0.5, SRC3 inh 18.7, LRH-1 inv ag -5.4, CF NFkB block -2.2, COUP-TFII inh -1.7, TWEAK Fn14 block 3.6, KKLEB tox 3.4, TROY NFkB inh 4.5 and TRAIL sens C8 -0.4.
Screening O=S1(=O)CCOC[C@H](Cc2ccccc2)N1Cc1cccc(Cl)c1 returned Shn3 inh set2 -11.9, LMP1 NFkB inh -15.9, SRC1 inh 0.4, SRC3 inh 0.6, LRH-1 inv ag 17.8, CF NFkB block 11.8, COUP-TFII inh 15.1, TWEAK Fn14 block -4.2, KKLEB tox -18.3, TROY NFkB inh -4.9 and TRAIL sens C8 8.9.
Screening Cc1cc(C)cc(C(=O)NCC(=O)OCC(=O)NCc2ccco2)c1 returned Shn3 inh set2 -17.5, LMP1 NFkB inh 1.6, SRC1 inh -8.8, SRC3 inh -5.2, LRH-1 inv ag -0.5, CF NFkB block -7.5, COUP-TFII inh 5.1, TWEAK Fn14 block -2.1, KKLEB tox 8.8, TROY NFkB inh -1.2 and TRAIL sens C8 -5.5.
Screening Cc1ccccc1NC(=O)CSc1[nH]c(=O)cc(C)c1C#N returned Shn3 inh set2 -2.3, LMP1 NFkB inh -11.6, SRC1 inh -1.1, SRC3 inh -11.9, LRH-1 inv ag -10.7, CF NFkB block 18.7, COUP-TFII inh -1.2, TWEAK Fn14 block 15.3, KKLEB tox 8.9, TROY NFkB inh 5.2 and TRAIL sens C8 -3.3.
For Cc1ccc(N(C(=O)Nc2ccccc2)C2=NCC(C)S2)cc1 (stereo unspecified) the results were Shn3 inh set2 -23.8, LMP1 NFkB inh -2.6, SRC1 inh -15.4, SRC3 inh -12.4, LRH-1 inv ag -24.4, CF NFkB block -3.7, COUP-TFII inh 0.1, TWEAK Fn14 block 16.4, KKLEB tox -8.3, TROY NFkB inh -34.9 and TRAIL sens C8 -2.1.
Cc1cc(=O)[nH]c(SCC(=O)NCC2CCCCC2)c1C#N was read as Shn3 inh set2 -2.1, LMP1 NFkB inh 2.6, SRC1 inh -6.6, SRC3 inh -3.4, LRH-1 inv ag 0.6, CF NFkB block 0.2, COUP-TFII inh 2.4, TWEAK Fn14 block -4.4, KKLEB tox -1.2, TROY NFkB inh 17.3 and TRAIL sens C8 -0.9.
For Cc1oc2ccccc2c1-c1cn2c(n1)SCC2 the results were Shn3 inh set2 -0.7, LMP1 NFkB inh 15.7, SRC1 inh -43.2, SRC3 inh -2.0, LRH-1 inv ag -5.3, CF NFkB block -5.0, COUP-TFII inh -8.3, TWEAK Fn14 block -24.9, KKLEB tox 11.8, TROY NFkB inh -8.7 and TRAIL sens C8 23.3.
COc1cc(C(=O)NNC(=O)c2ccc3c(c2)OCCO3)cc(OC)c1OC was read as Shn3 inh set2 6.1, LMP1 NFkB inh 4.1, SRC1 inh -11.0, SRC3 inh -30.2, LRH-1 inv ag 6.6, CF NFkB block -16.4, COUP-TFII inh 3.2, TWEAK Fn14 block -3.7, KKLEB tox 28.5, TROY NFkB inh -4.3 and TRAIL sens C8 0.1.
Cc1nn(-c2ccccc2)c(C)c1NC(=O)COC(=O)c1ccccc1OC(F)F was read as Shn3 inh set2 -13.6, LMP1 NFkB inh 1.5, SRC1 inh -28.6, SRC3 inh 12.3, LRH-1 inv ag 8.0, CF NFkB block 0.9, COUP-TFII inh -9.6, TWEAK Fn14 block 1.8, KKLEB tox 5.4, TROY NFkB inh 51.4* and TRAIL sens C8 -5.7.
For Cc1ccc(-c2c(C(=O)O)c3ccccc3[nH]c2=O)cc1 the results were Shn3 inh set2 -63.1, LMP1 NFkB inh -0.7, SRC1 inh 2.2, SRC3 inh 9.8, LRH-1 inv ag -14.2, CF NFkB block -3.3, COUP-TFII inh -8.2, TWEAK Fn14 block 5.8, KKLEB tox -7.9, TROY NFkB inh -14.4 and TRAIL sens C8 5.5.
For CCOC12CC(C)(C)CC(C)(CC3=C1C(=O)CC(C)(C)C3)C2 (stereo unspecified) the results were Shn3 inh set2 -15.5, LMP1 NFkB inh -0.7, SRC1 inh 5.9, SRC3 inh 12.0, LRH-1 inv ag -9.7, CF NFkB block -6.9, COUP-TFII inh 9.5, TWEAK Fn14 block 76.6*, KKLEB tox 6.1, TROY NFkB inh 8.4 and TRAIL sens C8 24.1.
`CC(C)(C)c1ccc(S(=O)(=O)NNC(=O)c2cc3ccccc3[nH]2)cc1` gave Shn3 inh set2 -57.2, LMP1 NFkB inh -9.3, SRC1 inh -49.0, SRC3 inh -86.9, LRH-1 inv ag 1.2, CF NFkB block -4.7, COUP-TFII inh -12.0, TWEAK Fn14 block -10.5, KKLEB tox 2.7, TROY NFkB inh -20.4 and TRAIL sens C8 -0.4.
CCOC(=O)CCn1cc(F)c(=O)[nH]c1=O was read as Shn3 inh set2 -34.1, LMP1 NFkB inh -8.3, SRC1 inh 4.2, SRC3 inh 14.0, LRH-1 inv ag 11.7, CF NFkB block 2.1, COUP-TFII inh -1.3, TWEAK Fn14 block -11.3, KKLEB tox 4.6, TROY NFkB inh -2.9 and TRAIL sens C8 -44.9.
`O=C(C1=C[C@@H](c2csc3ccccc23)C[C@@H](OCc2ccc(CO)cc2)O1)N1CCN(Cc2ccccc2)CC1` gave Shn3 inh set2 35.9, LMP1 NFkB inh 34.1, SRC1 inh 12.6, SRC3 inh 10.4, LRH-1 inv ag 16.3, CF NFkB block -6.3, TWEAK Fn14 block 22.5, KKLEB tox -3.4, TROY NFkB inh 11.5 and TRAIL sens C8 5.0.
`CC1(C)Cc2c(c(N3CCOCC3)nc3snc(N)c23)CO1` gave Shn3 inh set2 -17.0, LMP1 NFkB inh -35.4, SRC1 inh 11.4, SRC3 inh 24.9, LRH-1 inv ag -2.2, CF NFkB block 31.7, COUP-TFII inh 0.3, TWEAK Fn14 block 5.0, KKLEB tox -11.0, TROY NFkB inh 28.5 and TRAIL sens C8 13.9.
Screening CCOc1ccc(NC(=S)NC(=O)/C=C/c2ccc(OC)cc2)c([N+](=O)[O-])c1 returned Shn3 inh set2 3.7, LMP1 NFkB inh -27.7, SRC1 inh -13.3, SRC3 inh 2.9, LRH-1 inv ag 0.1, CF NFkB block 34.6, COUP-TFII inh -4.9, TWEAK Fn14 block -28.2, KKLEB tox -50.2*, TROY NFkB inh -15.4 and TRAIL sens C8 1.5.
`CCS(=O)(=O)c1nc(S(=O)(=O)c2ccc(Cl)cc2)c(N2CCN(C)CC2)s1` gave Shn3 inh set2 1.7, LMP1 NFkB inh 1.9, SRC1 inh -11.6, SRC3 inh -0.4, LRH-1 inv ag 19.0, CF NFkB block 18.1, COUP-TFII inh 6.0, TWEAK Fn14 block 12.4, KKLEB tox -2.1, TROY NFkB inh 21.3 and TRAIL sens C8 15.7.
C#CCOc1ccc(C2C3=C(COC3=O)Nc3cc4c(cc32)OCO4)cc1OC (stereo unspecified) was read as Shn3 inh set2 1.7, LMP1 NFkB inh -4.4, SRC1 inh -13.8, SRC3 inh -0.8, LRH-1 inv ag -7.7, CF NFkB block -3.3, COUP-TFII inh -53.0, TWEAK Fn14 block -21.8, KKLEB tox 4.7, TROY NFkB inh -0.1 and TRAIL sens C8 -3.6.
CCN(CC)CCn1c(=S)[nH]c2cc3c(cc2c1=O)OCO3 was read as Shn3 inh set2 4.5, LMP1 NFkB inh -1.8, SRC1 inh 13.0, SRC3 inh -16.8, LRH-1 inv ag -4.1, CF NFkB block -12.9, COUP-TFII inh -12.0, TWEAK Fn14 block -10.7, KKLEB tox -14.3, TROY NFkB inh -5.9 and TRAIL sens C8 2.9.
Screening Cc1sc2ncnc(SCc3ccc(C(=O)O)cc3)c2c1C returned Shn3 inh set2 -27.1, LMP1 NFkB inh 6.4, SRC1 inh -11.5, SRC3 inh 5.5, LRH-1 inv ag -10.0, CF NFkB block -2.3, COUP-TFII inh 4.7, TWEAK Fn14 block -5.3, KKLEB tox -0.2, TROY NFkB inh -2.3 and TRAIL sens C8 -7.8.
For CCOC(=O)CSc1ncc(OC)c(=O)[nH]1 the results were Shn3 inh set2 6.3, LMP1 NFkB inh -3.5, SRC1 inh -0.8, SRC3 inh 10.3, LRH-1 inv ag -2.5, CF NFkB block 1.4, COUP-TFII inh -5.0, TWEAK Fn14 block -2.4, KKLEB tox -2.2, TROY NFkB inh -5.3 and TRAIL sens C8 29.4.
For Cc1ccccc1NC(=O)CC1C(=O)Nc2ccccc2N1CC(=O)N(C)C1CCS(=O)(=O)C1 (stereo unspecified) the results were Shn3 inh set2 -2.6, LMP1 NFkB inh -8.0, SRC1 inh -11.3, SRC3 inh -23.1, LRH-1 inv ag -3.6, CF NFkB block -16.5, COUP-TFII inh -11.6, TWEAK Fn14 block 6.5, KKLEB tox 9.0, TROY NFkB inh -33.6 and TRAIL sens C8 -7.9.
Screening C#CCOc1ccc(/C=C2\SC(=S)N(Cc3cccnc3)C2=O)cc1 returned Shn3 inh set2 15.8, LMP1 NFkB inh 10.4, SRC1 inh 15.2, SRC3 inh 14.8, LRH-1 inv ag -2.5, CF NFkB block -1.2, COUP-TFII inh 3.4, TWEAK Fn14 block -12.2, KKLEB tox -3.2, TROY NFkB inh -61.2 and TRAIL sens C8 17.2.
`CCC(=O)Nc1nn(C)c2nc3c(C)cccc3cc12` gave Shn3 inh set2 11.2, LMP1 NFkB inh 1.2, SRC1 inh -7.4, SRC3 inh 15.8, LRH-1 inv ag -18.2, CF NFkB block 13.1, COUP-TFII inh -6.5, TWEAK Fn14 block -0.8, KKLEB tox -10.5, TROY NFkB inh -4.0 and TRAIL sens C8 -3.7.
COc1ccc2nc(-n3c(C)ccc3C)sc2c1 was read as Shn3 inh set2 -14.6, LMP1 NFkB inh -16.7, SRC1 inh -28.1, SRC3 inh -3.6, LRH-1 inv ag -18.0, CF NFkB block 9.8, COUP-TFII inh 0.0, TWEAK Fn14 block 20.8, KKLEB tox -2.3, TROY NFkB inh 18.5 and TRAIL sens C8 -17.0.
`Cc1cc(C(=O)COC(=O)CNC(=O)c2ccccc2)c(C)n1CC1CCCO1` (stereo unspecified) gave Shn3 inh set2 15.0, LMP1 NFkB inh 13.1, SRC1 inh -36.6, SRC3 inh 18.3, LRH-1 inv ag 5.7, CF NFkB block -13.6, COUP-TFII inh 20.5, TWEAK Fn14 block 60.1*, KKLEB tox 6.5, TROY NFkB inh 5.3 and TRAIL sens C8 -4.1.
For Cc1ccc(NC(=O)CSCc2cc(=O)n3cc(C)sc3n2)c(C)c1 the results were Shn3 inh set2 11.8, LMP1 NFkB inh -0.9, SRC1 inh 0.9, SRC3 inh 6.6, LRH-1 inv ag -7.1, CF NFkB block 11.4, COUP-TFII inh 1.5, TWEAK Fn14 block 7.5, KKLEB tox 6.2, TROY NFkB inh 1.1 and TRAIL sens C8 2.9.

This is a subset; the hit share may differ from the screen's.
